Source: PubChem (several laboratories)
ER stress rescue – protection against thapsigargin-triggered cell killing – 384-well, CSM14.1, ATP luminescence, primary screen (AID 1222); CSM14.1 thapsigargin-induced death rescue, ATP luminescence; higher % means a stronger effect; 190,000 tested, under 10 active; cellular ATP content (survival), % at 20 µM, or EC50 in µM where a hit was titrated;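 active means EC50 below 50 µM in the dose-response confirmation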;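 further: death triggered by thapsigargin at about 15 µM added after 2 h compound pretreatment; cell ATP read after overnight thapsigargin exposure of roughly 18 to 22 hours; normalized against plate controls of thapsigargin alone and 5% DMSO vehicle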
Autophagy mod – autophagy modulation, high-content screen; MEF GFP-LC3 puncta imaging; test concentration mostly 10 µM; calls only at 10 µM (by protocol); 190,000 compounds, 0.98% hits; AID 463193;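 active means percentage of spot-positive cells more than 3 SD above its plate mean, without a fluorescence outlier flag or 80% toxicity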;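 further: spot-positive cell cutoff set from DMSO-treated cells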
Ins promoter up – MIN6 insulin promoter up-regulation | MIN6 insulin promoter-GFP reporter, high-content imaging; hits give high values | z-score at 5 µM | 190,000 compounds, 0.3% hits;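 active means z-score above 3 at 5 µM with at least 500 cells counted in the well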
Lipid droplet – hepatic lipid droplet formation modulation; inhibition, % at 6.5 µM; AML12 mouse hepatocytes, oleate lipid droplets, BODIPY imaging; AID 1656; 240,000 compounds, 0.4% hits;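 active means lipid droplet intensity inhibited by at least 50%, with more than 500 cells counted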
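Assay system: AML12 mouse liver cells | Compound: 6.5 µM single-point dosing | Schedule: Overnight exposure | Technique: Fluorescence imaging, 20x objective, two fields per well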
Dynein cargo inh – blocks dynein driven cargo transport along microtubules; 3617.4 mouse cells, GR-EGFP nuclear translocation imaging; test concentration mostly 20 µM; stimulated with dexamethasone, 1 µM; hits give low values; z-score, hits read low; 220,000 compounds, 0.47% hits;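 active means plate z-score of nuclear minus cytoplasmic receptor signal below a set negative limit, without overly bright fluorescence or cell loss, cut at about -3.5 in these data, passing the limit was not always enough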;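 further: z-score of nuclear minus cytoplasmic ring GR-EGFP intensity difference per well; some compounds called inactive have numbers as strong as hits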
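Buffer or medium: Induction medium lacking tetracycline, stripped serum | Also added: Dexamethasone agonist, 1.0 µM final, for 30 min | Timing: 48 h induction, 1 h compound, 30 min dex at 37 °C | Detection: Formaldehyde fixation, Hoechst nuclear stain, 10x automated fluorescence imaging | Measure: Nuclear versus cytoplasmic GR-EGFP signal, averaged per well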
PhoP inhibition – inhibitors of PhoP regulon expression, primary screen, Salmonella Typhimurium, GFP reporter (AID 1863); S. Typhimurium PhoP-regulated promoter GFP reporter, 4 h; higher % means a stronger effect; one-dose inhibition, % at 50 µM; IC50 in µM for titrated hits; 300,000 compounds, 0.16% hits;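 active means inhibition over 29.93%, a cutoff 3 SD above the screen mean, later confirmed by dose response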;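 further: 0% = low Mg2+ inducing control and 100% = high Mg2+ repressing control; strong numbers were not always called active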
b-catenin transl – beta-catenin nuclear translocation modulation | HeLa beta-catenin nuclear translocation, immunofluorescence imaging | nuclear translocation activity, % at 5 µM | 190,000 compounds, 0.3% hits;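 active means nuclear translocation activity above 50% at 5 µM, with a well cell count of 50 or more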;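 further: per-cell ratio of nuclear to cytoplasmic median beta-catenin stain intensity; plate controls were DMSO negative control for no effect and GSK-3 inhibitor IX positive control for full effect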
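Test system: HeLa cells, endogenous beta-catenin; Compound: single 5 µM dose plus 0.02–20 µM confirmation series; Times: compound exposure 24 h at 37°C; Signal: fluorescence imaging of beta-catenin antibody stain plus DAPI; Read-out: % activation, nuclear-to-cytoplasmic median beta-catenin signal ratio per cell.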
MT stabilizer – stabilizes microtubules in HeLa cells. HeLa tubulin immunostaining HCS, 24 h; share of cells brighter than vehicle mean+2SD. % tubulin-high responders, % at 10 µM. 200,000 compounds, 0.83% hits;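 active means plate Z-score above 3 for both tubulin-high and condensed-nucleus cell shares, with cell loss under 80%, at 10 µM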;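 further: anti alpha tubulin signal scored within the nucleus-defined area of each cell; some results filed as inactive read as strong as hits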
T cell modulator – modulates CD8 T cell binding to vesicles. AID 2052. calls only at 7 µM. 330,000 compounds, 0.068% hits. 2C CD8+ T cell-vesicle binding, flow cytometry; hits give low values;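 active means response, share of CD8 T cells binding vesicles, and their 90th percentile fluorescence all below set limits, cut at about 80% in these data, passing the limit was not always enough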
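Read-out – percent CD8+ FL2 mean versus row control · System – murine 2C transgenic CD8+ T lymphocytes · Times – 1.5 h cell–vesicle binding at 37 °C, then 20 min icy labelling · Control set – naked vesicles low, QL9 vesicles with vehicle high · Detection – cytometric PE anti-B7-1 and Alexa647 anti-CD8 signals after 1% paraformaldehyde fixation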
Dynein cargo inh cytoplasmic EGFP – further read-out of Dynein cargo inh, marked with its call; z-score; measured here: cytoplasmic GR-EGFP intensity; hits give high values
Dynein cargo inh nuclear GR-EGFP – further read-out of Dynein cargo inh, marked with its call; z-score; measured here: nuclear GR-EGFP intensity;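 lower value marks the stronger effect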
Dynein cargo inh cell count – second read-out of Dynein cargo inh, no call of its own (marks repeat the call); z-score; measured here: cell count per field
Ins promoter up cell count – second read-out of Ins promoter up, no call of its own (marks repeat the call); cell count; measured here: cytotoxicity, nuclei count;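 total cells summed across four imaged fields per well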
Lipid droplet cells 6.5 µM – second read-out of Lipid droplet, no call of its own (marks repeat the call); cell count; measured here: cell count, cytotoxicity flag;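 cells counted across two imaged fields per well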
b-catenin transl cell count 5 µM – recorded beside b-catenin transl, whose call it bears; cell count; measured here: cell count, cytotoxicity flag
T cell modulator vesicle-bound % – recorded beside T cell modulator, whose call it bears; double positive events, %; measured here: CD8+ vesicle-bound cell fraction;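 binding gate set so that unloaded-vesicle control wells show 10% double positive cells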
MT stabilizer Hoechst-high % – second read-out of MT stabilizer, no call of its own (marks repeat the call); % Hoechst-high responders; measured here: nuclear condensation Hoechst responders;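 share of cells brighter than vehicle mean plus two SD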
MT stabilizer cytotoxicity % – also measured in MT stabilizer; calls as there; toxicity, %; measured here: cytotoxicity by cell density;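 0% = mean cell density of plate MIN control wells and 100% = no cells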
Autophagy mod cell loss 18 h – recorded beside Autophagy mod, whose call it bears; toxicity, %; measured here: cell loss, nuclei count;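 cell loss after 18 h compound exposure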
An asterisk follows results filed as active; i = inactive; . = no result given. The list is partial; rates above refer to the full screens.

SMILES	ER stress rescue	Autophagy mod	Autophagy mod cell loss 18 h	Ins promoter up	Ins promoter up cell count	Lipid droplet	Lipid droplet cells 6.5 µM	Dynein cargo inh	Dynein cargo inh cytoplasmic EGFP	Dynein cargo inh nuclear GR-EGFP	Dynein cargo inh cell count	PhoP inhibition	b-catenin transl	b-catenin transl cell count 5 µM	MT stabilizer	MT stabilizer Hoechst-high %	MT stabilizer cytotoxicity %	T cell modulator	T cell modulator vesicle-bound %
CCC(=NCc1ccco1)c1c(O)n(-c2ccc(Cl)cc2)c(=O)[nH]c1=O	.	.	.	0.03	1429	9	679	0.92	-0.13	0.43	0.28	-4%	0.2	1093	.	.	.	i	34
CC(=O)OC1C2CCC1C(N1CCCCC1)CC2 (configuration not stated)	-1.0%	i	6	0.69	1269	13	755	-0.3	-0.1	-0.2	0.61	1%	-0.2	1103	2.5	2.6	4.8	i	66
CNC(=O)Oc1cccc(-c2cn3cc(OC(=O)NC)ccc3n2)c1	-2.1%	i	0	-0.21	1287	16	672	-0.73	0.071	-0.28	-0.21	1%	1.0	558	4.3	1.7	1.5	i	30
CCN(CC)S(=O)(=O)c1cc(NC(=O)C(C)N2CC=C(c3ccccc3)CC2)ccc1C (configuration not stated)	0.8%	i	6	0.31	1433	-13	657	-0.77	-0.19	-0.42	1.4	24%	-1.7	959	2.8	2.8	12	i	53
CCOC(=O)C(O)(c1ccc(N(CC)S(=O)(=O)c2ccc(C)cc2)cc1)C(F)(F)F (configuration not stated)	-1.9%	i	-9	.	.	1	740	-0.42	0.34	-0.032	0.57	-5%	0.6	1173	0.5	1.2	7.7	i	15
CC1CN=C(Nc2ccc(F)cc2)S1 (configuration not stated)	-0.7%	i	-6	-0.08	1398	13	729	-1.4	-0.23	-0.87	1.3	8%	-3.4	1125	3.8	1.3	5.7	i	54
COC(=O)COc1cc(C)cc2oc(=O)c3c(c12)CCCC3	-0.3%	i	20	0.12	1129	6	701	-1.3	-0.22	-0.49	1.2	4%	-0.4	1149	5.6	1.6	5.2	i	28
Cc1ccccc1-n1c(-c2ccc([N+](=O)[O-])cc2)nc2ccccc2c1=O	11%	i	2	-0.24	1522	2	647	-0.23	-0.25	-0.061	0.85	-11%	-3.4	1143	3.3	2.6	11	i	52
COC(=O)C(O)(c1ccc(N(C)C(=O)c2ccc(Cl)c(Cl)c2)cc1)C(F)(F)F (configuration not stated)	-2.4%	i	12	-0.09	1395	1	639	0.38	-0.27	0.25	-0.23	5%	-5.4	581	1.6	3.1	11	i	25
CCCCN1C(=O)C(C2c3ccccc3C(=O)N2Cc2ccccc2)C(=O)NC1=S (configuration not stated)	-0.2%	i	5	-0.04	1609	.	.	-0.8	-0.23	-1.2	0.59	-7%	-0.5	1311	3.1	1.5	5.9	i	21
CCCCN1C(=O)NC(=O)C2(Cc3c(nc4ccccn4c3=O)N3CCc4ccccc4C32)C1=O (configuration not stated)	-0.6%	i	-15	-1.1	1197	.	.	-0.1	-0.17	0.28	-0.32	14%	0.5	1185	6.1	3.0	7.7	i	29
CCN1CCN(Cc2ccc(OC(F)(F)F)cc2)CC1	-0.9%	i	2	0.9	1092	-6	738	0.42	-0.22	0.074	1.2	12%	-0.7	1152	2.6	1.3	5.6	i	21
Cc1cc(C=C2C(=O)N(C)C(=O)N(C)C2=O)c(C)n1-c1ccccc1	-2.3%	i	-8	-0.66	1360	20	690	1.2	-0.33	0.52	-0.87	-2%	-2.6	1205	1.6	1.5	5.6	i	56
Cc1c(N=Nc2c(O)n(C)c(=O)n(C)c2=O)c(=O)n(-c2ccccc2)n1C	-3.2%	i	23	0.05	1253	2	636	0.37	-0.24	0.57	0.071	4%	6.3	454	4.8	1.9	2.9	i	1
CCCCNC(=O)Nc1ccc(C(O)(C(=O)OCC)C(F)(F)F)cc1 (configuration not stated)	-1.4%	i	-3	0.59	1055	.	.	-0.77	-0.18	-0.13	0.14	3%	-1.5	1207	3.0	1.9	6.5	i	10

3 entries from above in a different format:
Value order – ER stress rescue, Autophagy mod, Autophagy mod cell loss 18 h, Ins promoter up, Ins promoter up cell count, Lipid droplet, Lipid droplet cells 6.5 µM, Dynein cargo inh, Dynein cargo inh cytoplasmic EGFP, Dynein cargo inh nuclear GR-EGFP, Dynein cargo inh cell count, PhoP inhibition, b-catenin transl, b-catenin transl cell count 5 µM, MT stabilizer, MT stabilizer Hoechst-high %, MT stabilizer cytotoxicity %, T cell modulator, T cell modulator vesicle-bound %
- Cc1ccccc1-n1c(-c2ccc([N+](=O)[O-])cc2)nc2ccccc2c1=O
    11%, i, 2, -0.24, 1522, 2, 647, -0.23, -0.25, -0.061, 0.85, -11%, -3.4, 1143, 3.3, 2.6, 11, i, 52
- CCCCN1C(=O)C(C2c3ccccc3C(=O)N2Cc2ccccc2)C(=O)NC1=S (configuration not stated)
    -0.2%, i, 5, -0.04, 1609, ., ., -0.8, -0.23, -1.2, 0.59, -7%, -0.5, 1311, 3.1, 1.5, 5.9, i, 21
- Cc1c(N=Nc2c(O)n(C)c(=O)n(C)c2=O)c(=O)n(-c2ccccc2)n1C
    -3.2%, i, 23, 0.05, 1253, 2, 636, 0.37, -0.24, 0.57, 0.071, 4%, 6.3, 454, 4.8, 1.9, 2.9, i, 1

Next part.
SMILES	ER stress rescue	Autophagy mod	Autophagy mod cell loss 18 h	Ins promoter up	Ins promoter up cell count	Lipid droplet	Lipid droplet cells 6.5 µM	Dynein cargo inh	Dynein cargo inh cytoplasmic EGFP	Dynein cargo inh nuclear GR-EGFP	Dynein cargo inh cell count	PhoP inhibition	b-catenin transl	b-catenin transl cell count 5 µM	MT stabilizer	MT stabilizer Hoechst-high %	MT stabilizer cytotoxicity %	T cell modulator	T cell modulator vesicle-bound %
CC(C)CNP(=S)(c1ccccc1)C(C)(C)C (configuration not stated)	.	.	.	-0.24	1088	1	688	0.91	-0.3	0.41	0.093	-1%	-1.1	1377	.	.	.	i	21
O=C1NC(=O)N(c2ccc3c(c2)OCO3)C(=O)/C1=C/c1ccsc1	-0.6%	i	0	-0.19	1359	26	664	0.71	-0.3	0.65	-0.32	-9%	-4.5	1438	4.9	2.4	8.2	i	45
Cc1c(C=O)c2ccccc2n1Cc1cccc(F)c1	0.4%	i	12	0.07	1347	-31	612	-0.022	-0.31	-0.42	0.46	-5%	-1.1	988	3.0	3.0	4.4	i	40
O=Cc1cn(Cc2cccc([N+](=O)[O-])c2)c2ccccc12	-3.6%	i	3	0.76	1173	2	707	1.5	-0.13	0.84	-0.01	11%	-7.5	510	11	4.6	12	i	49
COc1ccccc1N1C(=O)NC(=O)/C(=C\c2cnn(-c3ccccc3)c2)C1=O	0.0%	i	2	0.95	1702	11	658	0.85	-0.32	0.88	0.1	4%	-1.0	1010	5.7	2.8	11	i	46
CNS(=O)(=O)c1ccc(N=Cc2c(O)n(-c3cccc(C)c3)c(=O)[nH]c2=O)cc1	-1.4%	i	-4	-0.63	1349	-6	695	-0.025	-0.15	-0.56	0.55	0%	1.1	1091	1.9	1.0	9.9	i	38
CCOP(=O)(C#CC(C)(C)C)C(C)(O)c1ccccc1 (configuration not stated)	0.2%	i	3	.	.	.	.	-0.56	-0.18	-0.39	0.46	-6%	-2.6	826	1.8	1.7	7.1	i	53
Cn1c(O)c(C=NCCN2CCN(C(=O)Nc3ccccc3)CC2)c(=O)n(C)c1=O	.	.	.	0.1	1083	14	770	0.31	-0.25	-0.26	0.1	-8%	-0.3	1329	.	.	.	i	15
CCOC(=O)[C@@]12C(=O)C(=O)N[C@]1(c1ccccc1)C1OCCCC12 (some centres not stated)	-2.8%	i	7	0.35	1359	23	663	-0.36	-0.27	-0.43	0.19	2%	-4.0	560	2.9	2.0	4.0	i	56
CS(=O)(=O)N1CCN(C(=N)N[N+](=O)[O-])CC1	-1.1%	i	53	-0.09	1682	3	599	0.036	-0.19	-0.1	0.15	0%	0.4	1014	3.5	3.0	4.0	i	61
Cc1cc(NC(=O)C(Cl)(Cl)Cl)no1	.	.	.	0.51	1341	-10	752	-1.2	-0.2	-0.64	0.98	-6%	-3.5	1228	.	.	.	i	10
NC(=O)CN1C2CCC1CC(NC(=O)C1CC1)C2 (configuration not stated)	1.8%	i	33	.	.	.	.	0.44	-0.25	0.045	-0.013	13%	-1.6	898	6.1	2.8	10	i	42
COc1ccc(-c2nc3ccccc3c(=O)o2)cc1	-0.2%	i	6	0.26	1429	-2	614	-1.2	-0.3	-1	2.1	9%	-0.9	1567	2.7	1.5	6.8	i	52
Cc1cccc(C(O)(C(=O)NNC(=O)CN2CCN(C)CC2)c2cccc(C)c2)c1	-1.6%	i	4	-0.12	1486	8	654	0.39	-0.24	0.36	-0.29	-3%	0.2	1170	6.7	1.9	8.7	i	56
O=C1NC(=O)N(Cc2ccco2)C(=O)/C1=C/c1ccc(-c2cccc([N+](=O)[O-])c2)o1	0.5%	i	-2	-0.02	1406	-16	618	-3.2	1.4	-1.5	-3.2	7%	-0.8	977	1.7	1.2	7.9	i	55
